High-throughput results as filed in PubChem.
HMGR II inh = E. faecalis class II HMG-CoA reductase inhibition; inhibition, % at 10 µM; AID 1066; purified E. faecalis HMGR, NADPH absorbance 340 nm kinetic; 190,000 tested, 0.41% active;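 active = inhibition above a set limit, the median over all tested compounds plus 3 SD, cut at about 9.5% in these data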;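 also: enzyme runs in reverse so mevalonate oxidation gives rising NADPH absorbance; 0% = complete reaction with DMSO and 100% = background rate lacking mevalonate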
STAT1 act = increases IFN-gamma driven STAT1 reporter signal; NIH 3T3 STAT1-luciferase reporter, luminescence; 100% = IFN-gamma alone, no compound; activation (% of control), % at 5.5 µM; 200,000 tested, 2.6% active; AID 932;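 active = activation above the screen-wide mean activation plus 3 SD, cut at about 130% in these data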;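 also: raw ratio to IFN-gamma control signal so 100% means no change and 0% no light; values of inactives mirror those of a sister screen read the other way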
G6PDH counter = inhibits Leuconostoc G6PDH, flagging false hits in G6PDH-based assays | AID 1020 | inhibition, % at 5 µM | 200,000 tested, 0.12% active | Purified L. mesenteroides G6PDH, diaphorase/resazurin coupled fluorescence, 45 min; in the data active = inhibition above about 50%
NF-kB neuron act = compounds increasing NF-kB expression in human neuronal cells; NF-kB reporter expression; active compounds read high; fold change at 12.5 µM; 190,000 tested, 1.6% active; AID 1239; in the data active = fold change above about 3.3
DTT redox prof = compounds producing H2O2 with reducing agent – biochemical, NIH compound library profiling, artefact control for MLSCN library redox annotation, primary screen; DTT-dependent redox cycling H2O2, phenol red/HRP absorbance; 100% = 100 µM peroxide control, 0% = buffer; activation, % at 10 µM; 200,000 tested, 0.03% active;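 active = activation of at least 50% relative to the plate's high and low controls in the primary single-dose screen; inactive = activation below 50%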;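 also: compound incubated with DTT at 0.8 mM final as the reducing agent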
Hsp70 act = switches on Hsp70 transcription. HeLa Hsp70 promoter luciferase reporter, luminescence; scaled: vehicle 0, proteasome-inhibitor control 100%. activation, % at 10 µM. 200,000 tested, 0.04% active. AID 1203;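 active = activation above the mean across all tested compounds plus 3 SD, cutoff set per campaign, cut at about 5.5% in these data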;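 also: 100% = MG132 at 30 µM as the positive control and 0% = DMSO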
FLuc inh counter = counter-screen for luciferase assay inhibitors: firefly luciferase inhibition | P08659 | ATPLite firefly luciferase biochemical luminescence, 10 min | inhibition, % at 10 µM | 200,000 tested, 1.5% active;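 active = inhibition above about 50% when tested at 10 µM, limit read from the data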
Target sequence (P08659 whole entry, looked up): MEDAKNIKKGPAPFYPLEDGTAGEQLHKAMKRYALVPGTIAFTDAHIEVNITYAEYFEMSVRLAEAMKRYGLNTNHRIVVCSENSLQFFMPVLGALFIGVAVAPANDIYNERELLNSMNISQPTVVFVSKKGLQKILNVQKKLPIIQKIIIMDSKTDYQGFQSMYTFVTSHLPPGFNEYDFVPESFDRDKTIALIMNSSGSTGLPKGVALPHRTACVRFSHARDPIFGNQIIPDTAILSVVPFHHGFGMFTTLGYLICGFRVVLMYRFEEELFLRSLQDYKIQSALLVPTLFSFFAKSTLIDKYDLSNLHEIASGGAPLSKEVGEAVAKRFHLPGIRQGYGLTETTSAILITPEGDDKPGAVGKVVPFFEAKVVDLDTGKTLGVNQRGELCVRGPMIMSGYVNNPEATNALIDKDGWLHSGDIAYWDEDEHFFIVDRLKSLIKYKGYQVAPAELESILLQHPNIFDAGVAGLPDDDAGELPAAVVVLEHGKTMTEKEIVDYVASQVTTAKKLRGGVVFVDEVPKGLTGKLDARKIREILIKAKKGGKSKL
FLuc stim CS = affects firefly luciferase, flagging false hits in luciferase stimulation screens; P08659; ATPlite luciferase biochemical, luminescence, 10 min; 0 = ATP-free wells, 1 = DMSO control; activation factor at 10 µM; 200,000 tested, under 10 active; AID 1027;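 active = luciferase activation factor, scaled between plate controls, of at least 2 with compound at 10 µM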
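Assay system: Luciferase/luciferin detection reagent, cell-free biochemical luciferase assay / Also added: ATP substrate / Schedule: 10 min at ambient temperature / Measured by: luminescence measurement of luciferase light output / Benchmarks: low control with PBS replacing ATP, high control enzyme plus ATP without compound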
APP 5'UTR act = activates APP 5'UTR luciferase reporter. SH-SY5Y APP 5'UTR luciferase reporter, luminescence; zero percent = DMSO vehicle wells. activation, % at 2 µM. 190,000 tested, 1% active. AID 1276;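 active = activation above a set limit, based on mean plus 3 SD of controls, cut at about 140% in these data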; also: values of inactives mirror those of a sister screen read the other way
APP 5UTR inh = APP translation inhibition; SH-SY5Y APP 5'UTR-luciferase reporter, luminescence; inhibition, % at 2 µM; 190,000 tested, 0.82% active;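 active = inhibition above a set limit, derived from the sample mean plus 3 SD, cut at about 45% in these data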; also: values of inactives mirror those of a sister screen read the other way
The depositor's hits bear a star; x = not tested or not shown.

molecule,DTT redox prof,HMGR II inh,APP 5UTR inh,FLuc stim CS,STAT1 act,G6PDH counter,Hsp70 act,APP 5'UTR act,NF-kB neuron act,FLuc inh counter
O=C(COC(=O)/C=C/c1ccc(Cl)cc1)Nc1ccccc1-c1ccccc1,0.8,0.2,-6.1,1,102.1,6.4,-0.6,6.1,1.23,-4.4
COc1ccc(-n2c(SC)nnc2-c2c[nH]c3ccccc23)cc1,0.0,2.2,x,1.1,99.1,-3.9,-0.3,x,1.16,-9.4
COc1cc(NC(=S)NNC(=O)C(C)(C)O)cc(OC)c1,0.1,2.5,2.5,1.1,101.3,3.6,0.0,-2.5,1.11,-7.7
CCOC(=O)C1CCCN(C(=O)c2ccc(CNS(=O)(=O)c3ccc(C)cc3)cc2)C1 (centres undefined),13.7,-7.9,14.3,1,94.7,6.0,0.0,-14.3,1.25,-0.8
CC(c1n[nH]c(=S)n1Cc1ccccc1)N(C)C (centres undefined),0.3,-6.9,6.3,0.9,97.1,-1.4,-0.4,-6.3,1.23,5.1
COc1cccc(-c2cc(C(=O)O)no2)c1,0.2,-2.5,-1.9,1,96.9,0.4,0.1,1.9,1.08,-3.1
COc1ccc(C(=O)Nn2c(SCC(=O)c3ccc(Cl)cc3)nc3ccccc3c2=O)cc1,1.8,-1.2,-132.3,0.9,85.6,-0.5,-0.4,132.3,0.78,10.3
CCOc1cc(N2CCOCC2)c(OCC)cc1NC(=O)CN1CCN(Cc2ccc3c(c2)OCO3)CC1,0.7,-0.4,2.2,1.1,104.3,-3.1,0.1,-2.2,0.63,-6.7
N#Cc1c(NC(=O)Cn2cnc3ccccc3c2=O)oc(-c2ccccc2)c1-c1ccccc1,1.6,-0.6,13.5,1.1,91.4,-25.3,-0.3,-13.5,1.18,-5.5
CC(C(=O)NC1CCCC1)N(C(=O)CS(=O)CC(=O)Nc1ccc(F)cc1)c1ccc2c(c1)OCCO2 (centres undefined),0.5,-6.7,5.2,1.1,103.5,5.1,-0.3,-5.2,1.21,-6.5
C#CCOCCOCCOCCNc1nc(N2CCN(C(=O)Cn3cc(CCCN=C(N)N)nn3)CC2)nc(N2CCN(C(=O)Cn3cc(CCCN=C(N)N)nn3)CC2)n1,0.5,1.8,-6.5,1.1,100.9,11.5,0.1,6.5,1.07,-5.8
Cc1cc(N)n(-c2ccc(S(N)(=O)=O)cc2[N+](=O)[O-])n1,-2.7,3.1,23.1,1.1,109.3,0.4,-0.2,-23.1,1.06,-8.6
CC(=O)n1cc(C2C(=O)CC(C)(C)CC2=O)c2ccccc21,6.3,-8.2,12.2,1,81.4,4.1,0.1,-12.2,1.13,-0.3
Cc1ccccc1-c1nc(CS(=O)CC(=O)NCc2ccccc2)c(C)o1 (centres undefined),-1.7,-5.7,x,1.1,106.3,14.1,0.0,x,1.12,-6.5
O=C(Nc1ccc([N+](=O)[O-])cc1)c1cncc(Br)c1,-2.2,2.2,-14.2,1,104.5,16.9,-0.2,14.2,0.95,-3.7
COc1ccc2c(c1OC)C(=O)N1c3ccccc3C(=O)N(c3ccccc3)C21 (centres undefined),1.3,0.7,8.2,1.1,51.4,-15.7,-0.4,-8.2,0.28,-5.2
COc1cccc(CNC(=O)CCC2CCCN(C(=O)c3cc4ccccc4o3)C2)c1 (centres undefined),1.2,-3.9,-13.1,0.7,126.0,8.2,-0.1,13.1,1.9,28.7
COc1ccccc1NC(=O)c1cc2ccccc2o/c1=N\O,x,-2.9,x,1,x,14.7,x,x,1.3,-0.6
COc1cccc(-c2nc(CS(=O)(=O)c3ccccc3)no2)c1,0.7,-4.6,-92.6,0.9,123.0,3.2,0.7,92.6,3.08,14.3
O=C(c1cc2ccccc2c(=O)o1)N1CCCc2ccccc21,1.4,2.6,4.7,1.1,105.3,16.8,-0.3,-4.7,1.31,-5.5
CCC(C)c1ccc(NC(=O)CC(C)=O)cc1 (centres undefined),0.1,2.5,1.0,0.9,107.3,0.5,0.0,-1.0,1.3,6.7
COc1ccc2nc(-n3c(O)c(C4=c5ccccc5=NC4=O)[nH]c3=S)sc2c1,0.6,-2.4,0.4,0.7,101.6,-14.6,-0.3,-0.4,1.03,25.6
CCCOc1ccc(C(=O)CCNc2ccc(C)c(Cl)c2)cc1,-0.5,4.9,-8.3,1.1,99.6,5.2,0.0,8.3,1.23,-7.2
COc1cc(/C=N/NC(=O)c2nc(-c3ccccc3)n(-c3ccccc3)n2)ccc1O,0.1,-4.7,12.3,1,103.1,-8.7,-0.2,-12.3,0.76,-3.2
CSc1ccccc1C(=O)NC1CC2CCC1C2 (centres undefined),-1.3,-2.3,-4.7,1,93.5,-11.6,-0.3,4.7,1.3,-2.6
O=C(Cc1ccc([N+](=O)[O-])cc1)N1CCN=C1SCc1ccccc1,0.2,-7.1,2.1,1,90.6,0.7,-0.3,-2.1,1.09,-4.9
Cc1ccc(C(=O)N(CN2CCCC2=O)c2ccccc2)cc1,0.1,-0.9,5.3,1.1,94.5,10.1,0.0,-5.3,1.53,-5.3
OC(COc1cc(Cl)c(Cl)cc1Cl)CN1CCN(c2ncccn2)CC1 (centres undefined),0.3,4.1,-5.6,0.9,106.7,-15.1,-0.4,5.6,0.81,5.6
COc1cc(CN2CCCC(CCC(=O)NCc3ccc(C)o3)C2)cc2c1OCO2 (centres undefined),4.9,-1.9,-16.4,1.1,99.4,16.2,-0.1,16.4,1.09,-8.5
O=C(NCc1cccs1)C1CCN(S(=O)(=O)c2ccc(Br)s2)CC1,-0.1,2.5,-4.4,1,99.5,3.0,-0.4,4.4,1.01,-4.8

Reformatted with values under each structure: entries from further up.
Order of values – DTT redox prof | HMGR II inh | APP 5UTR inh | FLuc stim CS | STAT1 act | G6PDH counter | Hsp70 act | APP 5'UTR act | NF-kB neuron act | FLuc inh counter
- CCC(C)c1ccc(NC(=O)CC(C)=O)cc1 (centres undefined)
 : 0.1 | 2.5 | 1.0 | 0.9 | 107.3 | 0.5 | 0.0 | -1.0 | 1.3 | 6.7
- COc1cc(/C=N/NC(=O)c2nc(-c3ccccc3)n(-c3ccccc3)n2)ccc1O
 : 0.1 | -4.7 | 12.3 | 1 | 103.1 | -8.7 | -0.2 | -12.3 | 0.76 | -3.2

The results go on:
molecule,DTT redox prof,HMGR II inh,APP 5UTR inh,FLuc stim CS,STAT1 act,G6PDH counter,Hsp70 act,APP 5'UTR act,NF-kB neuron act,FLuc inh counter
CCOC(=O)N1CCN(c2c(NCC3CCCO3)c(=O)c2=O)CC1 (centres undefined),-0.9,0.6,7.0,1,102.1,7.7,-0.5,-7.0,1.09,-0.2
COc1ccc(C(=O)NCc2ccc3c(c2)OCO3)cc1S(=O)(=O)N(C)Cc1ccccc1,0.9,-4.3,8.0,1.2,105.1,-15.8,-0.5,-8.0,0.81,-18.5
CC1C2CC(CC1(C)C)N(C(=O)Nc1ccc3nccnc3c1)C2 (centres undefined),0.4,0.3,-8.5,1,104.1,15.7,0.1,8.5,1.04,-2.8
Cc1ccc(CNC(=O)CCC(=O)c2cccs2)cc1,-0.1,-11.5,x,1,102.8,0.6,-0.3,x,1.04,-0.9
CC(/C=C1\N=C(SCc2ccccc2)SC1=O)=C\c1ccccc1,-0.1,-4.3,8.1,1,102.3,-2.4,0.1,-8.1,1.01,-2.4
Cc1c(NC(=O)C2CCCCC2)cc(C(=O)N2CCOCC2)cc1[N+](=O)[O-],-1.1,0.1,-0.5,1,95.9,-0.1,-0.2,0.5,1.31,0.1
Cc1ccc(NC(=O)Cn2cccc2C2=NC(c3ccccc3)CO2)c(C)c1 (centres undefined),0.1,1.3,5.9,1,95.2,2.2,0.3,-5.9,0.99,-1.9
O=C(N/N=C/c1cc([N+](=O)[O-])ccc1Cl)c1ccc2nc[nH]c2c1,-3.6,-4.4,7.6,1,90.9,4.7,-0.3,-7.6,0.64,-4.7
N=c1c2ccccc2nnn1-c1ccc(C(F)(F)F)cc1,-0.5,-5.0,-20.4,1,113.1,5.7,0.0,20.4,1.43,-2.0
COc1cc(S(=O)(=O)N2CCN(C)CC2)ccc1Cl,1.8,-7.4,-3.4,1,98.8,11.1,-0.5,3.4,1.31,-1.1
Cn1c(=O)c(S(=O)(=O)C(C)(C)C)c(O)c2ccccc21,0.3,-1.6,6.9,1.1,110.3,6.0,-0.2,-6.9,1.41,-7.3
COC(=O)Nc1c(C)nn(Cc2ccccc2C)c1C,-0.3,-1.9,2.1,1.1,112.2,26.8,-0.1,-2.1,0.91,-7.4
O=C(/C=C/Nc1ccccc1)C(F)(F)F,0.1,-7.0,-10.9,1,96.4,-1.4,-0.4,10.9,1.07,0.5
CCC(C)c1ccc(OCC(=O)Nc2ccc3[nH]c(=O)[nH]c3c2)cc1 (centres undefined),0.2,0.6,-6.0,1,101.0,3.3,0.2,6.0,1.14,-1.2
CC1(C)CC(=O)c2c(oc3cc(O)c(O)cc23)C1,-0.2,1.2,13.8,1.1,100.0,33.6,0.8,-13.8,1.8,-5.0
Cc1ccccc1CN(c1ccc(C(=O)N2CCCC2)cc1)S(C)(=O)=O,0.6,-4.7,11.6,1.1,98.0,-3.6,0.1,-11.6,1.19,-9.7
CC(C)n1c2ccccc2c2nnc(SCC(=O)OCN3C(=O)c4ccccc4C3=O)nc21,3.1,0.8,-2.3,1.1,108.2,-5.2,0.2,2.3,1.07,-6.7
O=C(Oc1ccc(Cl)cc1)c1ccc2nccnc2c1,0.0,1.0,-3.9,0.5,99.8,-0.9,-0.3,3.9,1.1,46.6
O=C(Nc1ccc(N2CCCC2)cc1)c1ccc(Br)o1,2.1,1.6,-56.6,0.6,166.0*,11.6,0.0,56.6,2.9,37.3
CCn1cc(/C=N\NC(=O)c2c[nH]c3ccccc23)c(C)n1,-0.1,-2.6,0.2,0.7,113.0,-3.9,-0.4,-0.2,1.1,30.1
CC(C)(C)OC(=O)N1CCCC1C(=O)NC(Cc1ccccc1)C(=O)O (centres undefined),0.0,-2.2,0.0,1.1,98.6,-6.0,-0.1,0.0,1.23,-8.3
Cc1ccc(C)c(C(=O)CSc2nnc(C)s2)c1,0.3,-2.1,-16.7,1,109.8,16.0,-0.2,16.7,1.52,-4.6
CC1CCC(NC(=O)c2ccc(/C=C3\Oc4ccccc4N(C)C3=O)cc2)CC1 (centres undefined),1.0,-4.3,15.8,0.9,103.5,-10.8,-0.1,-15.8,1.2,6.5
COc1ccc2c(c1OC)C(=O)OC2,-0.9,-4.7,-4.6,1.1,102.8,16.0,-0.2,4.6,1.23,-10.3
O=C(CSc1ccc(-c2ccco2)nn1)NCc1ccc(F)cc1,0.3,-5.2,0.3,1,95.8,-36.5,-0.1,-0.3,0.88,4.0
O=C(N/N=C\c1ccc(F)cc1)c1ccc(F)cc1,-0.1,-3.1,-14.7,0.4,145.4*,2.1,0.0,14.7,1.83,58.4*
COc1ccc(Cn2nc(C)cc2C)cc1OC,2.0,-2.9,2.3,1,95.6,10.9,0.6,-2.3,0.81,0.7
CN(C(=O)COC(=O)c1ccc(Cl)c(N)c1)c1ccccc1,-0.9,4.7,-8.0,1,105.1,-3.7,-0.4,8.0,1.19,-0.2
CC(=O)OCC(=O)[C@@]1(OC(C)=O)[C@@H](C)C[C@H]2[C@@H]3C[C@H](F)C4=CC(=O)C=C[C@]4(C)[C@@]3(F)[C@@H](O)C[C@@]21C,0.4,1.6,-82.2,1.1,118.8,7.7,-0.4,82.2,0.59,-7.1
